Neddylation inh: blocks human cullin neddylation | P61081+Q13564 | TR-FRET cullin neddylation, biochemical | calls only at 25 µM | actives 0.58% (n = 360,000) | AID 651699; in the data active means inhibition above about 36%
NadD inh: blocks S. aureus nicotinate mononucleotide adenylyltransferase | purified NadD enzyme, colorimetric absorbance read-out | inhibition, % at 20 µM | actives 0.78% (n = 360,000); in the data active means inhibition above about 26%; further: some compounds past the cut are filed as inactive
MT1-MMP act inh: blocks activation of human MT1-MMP; P50281; HT1080 RFP-PRO-GFP cells, GFP/RFP ratio fluorescence, overnight; percent of plate control window, DMSO zero; GFP/RFP ratio change, % at 20 µM; actives 0.061% (n = 360,000); AID 651647;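 active means GFP/RFP ratio change of at least 30% with cell ATP level not reduced by more than half and red fluorescence within 50% of control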; further: strong numbers were not always called active
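Compound: 20 µM single dose, 1% DMSO / System: HT1080 RFP-PRO-GFP cells / Controls: DMSO and RFP-L50D-GFP cell wells / Read-out basis: GFP/RFP fluorescence ratio / Schedule: overnight compound exposure at 37 °C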
FAS-TE inh: FAS thioesterase (human) inhibition; P49327; recombinant FAS-TE, OMFH fluorogenic substrate, fluorescence endpoint; inhibition, % at 15 µM; actives 0.67% (n = 360,000); AID 602261;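 active means compounds whose normalised, plate-corrected inhibition of enzyme fluorescence in the single-dose primary screen is 50% or more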;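 further: 0% = DMSO with enzyme and 100% = substrate without enzyme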
MLLE-PAM2 inh: blocks PAM2 peptide binding to the PABP1 MLLE domain. P11940. GST-MLLE / FITC-PAM2 fluorescence polarization. inhibition, % at 20 µM. actives 0.36% (n = 360,000); in the data active means inhibition above about 35%, passing the limit was not always enough;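 further: plate controls were DMSO wells with GST-MLLE for no effect and wells lacking GST-MLLE protein for full effect; some results filed as inactive read as strong as hits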
Target sequence (P11940 whole entry, looked up, the tested form may be a part): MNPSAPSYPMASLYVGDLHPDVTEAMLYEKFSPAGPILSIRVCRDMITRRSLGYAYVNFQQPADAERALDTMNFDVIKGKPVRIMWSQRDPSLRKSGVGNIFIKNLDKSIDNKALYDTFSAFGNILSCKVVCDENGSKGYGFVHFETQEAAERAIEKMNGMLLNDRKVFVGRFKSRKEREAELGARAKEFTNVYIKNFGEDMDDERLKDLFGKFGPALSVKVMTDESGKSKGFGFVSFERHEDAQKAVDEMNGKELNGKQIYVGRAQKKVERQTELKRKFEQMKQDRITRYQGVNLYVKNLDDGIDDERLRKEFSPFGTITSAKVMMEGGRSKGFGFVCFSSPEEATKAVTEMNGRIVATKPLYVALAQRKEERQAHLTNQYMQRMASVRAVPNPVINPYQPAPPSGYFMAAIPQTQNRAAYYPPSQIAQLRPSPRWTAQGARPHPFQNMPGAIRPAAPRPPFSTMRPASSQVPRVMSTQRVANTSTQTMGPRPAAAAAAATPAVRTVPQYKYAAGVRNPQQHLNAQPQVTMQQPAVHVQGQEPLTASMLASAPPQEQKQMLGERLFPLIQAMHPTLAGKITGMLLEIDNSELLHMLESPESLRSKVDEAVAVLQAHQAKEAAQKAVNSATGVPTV
Rin1 Abl inh: human Rin1-Abl interaction inhibition; inhibition, % at 7.35 µM; TR-FRET Rin1/Abl binding, biochemical; actives 0.4% (n = 360,000); in the data active means inhibition above about 5%, passing the limit was not always enough
SKN-1 inh: C. elegans SKN-1 inhibition; actives 0.49% (n = 360,000); C. elegans VP596 Pgst-4::GFP/RFP ratio, acrylamide-induced, 24 h; inhibition, % at 21.8 µM; AID 624304;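 active means interference check ratio from 0.5 to 1.5 plus GFP to RFP signal ratio inhibition reaching or exceeding a fixed threshold, cut at about 30% in these data, passing the limit was not always enough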; further: some compounds called inactive have numbers as strong as hits
Rpn11 inh: blocks the human proteasome subunit Rpn11; O00487; human 26S proteasome, Ub4-pepOG fluorescence polarization; 20S core pre-blocked with epoxomicin; calls only at 20 µM; AID 588493; actives 0.59% (n = 360,000);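 active means inhibition at 20 µM, scaled to each plate's controls, above about 33%, limit read from the data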
Target sequence (O00487 whole entry, looked up): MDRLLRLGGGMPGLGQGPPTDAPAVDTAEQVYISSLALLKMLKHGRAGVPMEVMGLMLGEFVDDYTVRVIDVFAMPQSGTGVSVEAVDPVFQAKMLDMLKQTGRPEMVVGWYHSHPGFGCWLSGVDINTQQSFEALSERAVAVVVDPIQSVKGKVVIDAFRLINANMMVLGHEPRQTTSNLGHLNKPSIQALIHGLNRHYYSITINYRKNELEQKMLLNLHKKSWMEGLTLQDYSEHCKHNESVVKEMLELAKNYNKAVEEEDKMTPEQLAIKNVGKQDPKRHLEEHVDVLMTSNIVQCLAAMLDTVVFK
CSN inh: CSN deneddylation inhibition. inhibition, % at 12.5 µM. actives 0.38% (n = 360,000). Q92905. Purified CSN, SCF-Nedd8-OG deneddylation, fluorescence polarization;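 active means pattern-corrected inhibition above about 35%, with an unprinted fluorescence ratio check between 0.5 and 1.5, limit read from the data, passing the limit was not always enough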;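 further: 0% = enzyme with substrate and 100% = substrate without enzyme; some results filed as inactive read as strong as hits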
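Schedule: reaction 90 min, room temperature / Assay system: HEK293T-derived human Csn5 enzyme / Input: Csn5 at 0.24 nM final / Measure: inhibition of Csn5 cleavage, % / Control set: substrate-only high control, full reaction low control / Technique: fluorescence polarization of the substrate / Buffer or medium: Tris/NaCl/DTT buffer, pH 7.5 / Reagent: SCFSkp2-Nedd8OG substrate at 10 nM final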
* hit, by the source's call; i = inactive; / = not tested or not shown; + = active, no number.

Sample of the layout:
SMILES | Neddylation inh | NadD inh | MT1-MMP act inh | FAS-TE inh | MLLE-PAM2 inh | Rin1 Abl inh | SKN-1 inh | Rpn11 inh | CSN inh
COc1ccc(C(=O)Nc2cc(C(=O)NCCc3ccccc3)ccc2Cl)cc1 | i | -6 | 13 | 11 | -8 | 2 | 12 | i | 6
CC1CN(C(=O)c2ccc(NS(=O)(=O)c3ccc(C(C)(C)C)cc3)cc2)CC(C)O1 (stereo unspecified) | i | -4 | -1 | 4 | 8 | -1 | 6 | i | 0
Cc1cc(C)nc(N2C(=O)CC(C(C)c3ccccc3)C2=O)n1 (stereo unspecified) | i | 0 | 0 | 1 | -5 | 1 | 37* | i | -1

This part in full, repeating the preview:
SMILES | Neddylation inh | NadD inh | MT1-MMP act inh | FAS-TE inh | MLLE-PAM2 inh | Rin1 Abl inh | SKN-1 inh | Rpn11 inh | CSN inh
COc1ccc(C(=O)Nc2cc(C(=O)NCCc3ccccc3)ccc2Cl)cc1 | i | -6 | 13 | 11 | -8 | 2 | 12 | i | 6
CC1CN(C(=O)c2ccc(NS(=O)(=O)c3ccc(C(C)(C)C)cc3)cc2)CC(C)O1 (stereo unspecified) | i | -4 | -1 | 4 | 8 | -1 | 6 | i | 0
Cc1cc(C)nc(N2C(=O)CC(C(C)c3ccccc3)C2=O)n1 (stereo unspecified) | i | 0 | 0 | 1 | -5 | 1 | 37* | i | -1
O=C(NCc1ccc(Cl)cc1Cl)C1CC(=O)N(Cc2ccccc2)C1 (stereo unspecified) | i | -14 | 3 | 4 | 15 | 4 | 1 | i | -2
C[C@@H](CSc1ccc(Br)cc1)CN1CC[C@H](O)CCC1=O | i | -8 | 3 | -11 | 11 | 2 | -3 | i | -1
CC[C@H](C)[C@H](NC(=O)OCc1ccccc1)C(=O)OCC(=O)N(C)CC(=O)Nc1ccccc1Cl | i | -6 | 8 | 7 | 0 | -2 | 6 | i | -5
Cc1ccccc1Nc1nc(N)nc(CSc2nnc(C)n2C)n1 | i | -5 | -1 | -2 | 12 | 0 | -15 | i | -5
CCCNC(=O)COC(=O)C1CCN(S(=O)(=O)c2ccc3c(c2)OCCO3)CC1 | i | 0 | 0 | -5 | -11 | 4 | 45* | i | -1
N#CC1CC(c2ccc([N+](=O)[O-])cc2)=NN1c1ccc([N+](=O)[O-])cc1 (stereo unspecified) | i | 13 | -92 | -84 | -92 | 1 | 4 | / | 23
Cc1cc(Nc2cccc(Cl)c2Cl)n2ncnc2n1 | i | -7 | 3 | -4 | 1 | -1 | 16 | i | 3
c1ccc(-n2nnnc2SCc2ccccn2)cc1 | i | -1 | 5 | -6 | 6 | 1 | 11 | i | 3
O=C(NCC1CCCO1)C1CCN(C2CCN(Cc3cccs3)CC2)CC1 (stereo unspecified) | i | -7 | -2 | -8 | 9 | 3 | -10 | i | -4
CCOC(=O)c1[nH]c2cc3c(cc2c1NC(=O)CN1CCc2ccccc2C1)OCO3 | / | 9 | -3 | 12 | -20 | -1 | -4 | i | -3
Cc1ccccc1OCC(=O)NCCCNC(=O)c1ccncc1 | i | -4 | 2 | -1 | 10 | 0 | -12 | i | -2
COc1ccc(C(CNC(=O)c2ccco2)N2CCOCC2)cc1 (stereo unspecified) | i | 7 | -1 | -3 | -2 | 3 | 5 | i | -1
Cc1ccc(S(=O)(=O)N2CCCC2=O)c(C)c1N(C)S(C)(=O)=O | i | -7 | 1 | -6 | 8 | 2 | -10 | i | 1
COC(C(=O)Nc1ccnn1C1CCN(Cc2cnn(C(C)C)c2)CC1)c1ccccc1 (stereo unspecified) | i | -1 | 0 | -4 | 3 | 0 | -2 | i | -3
COC(=O)c1c(NC(=O)CCNCc2ccco2)sc2c1CCC2 | i | -9 | -1 | 3 | -12 | 1 | -16 | i | -4
COc1ccc(CN2C(=O)CN(S(C)(=O)=O)CC2(C)C(=O)Nc2c(C)cccc2C)cc1 (stereo unspecified) | i | / | 7 | / | / | / | 3 | / | 4
Cc1cc(C(=O)N2CCN(c3cccc(Cl)c3)CC2)c(C)o1 | i | 5 | -3 | 1 | 16 | -4 | -5 | i | -6
Cc1nc(C)c(-c2csc(NCCc3ccccc3)n2)s1 | i | -4 | -14 | 14 | 1 | -2 | -2 | i | 0
CCN(C(=O)COC(=O)/C(C#N)=C/c1cc(C)n(CCOC)c1C)c1c(N)n(Cc2ccccc2)c(=O)[nH]c1=O | i | 2 | -4 | -1 | -21 | 1 | -2 | i | 4
O=C(CSC(=S)N1CCCCC1)N1N=CCC1c1ccccc1 (stereo unspecified) | i | -5 | -2 | -6 | 13 | -2 | 7 | i | 3
COC(=O)c1[nH]c2ccc(Br)cc2c1NC(=O)CN1CCCCC1CCO (stereo unspecified) | i | 5 | -5 | 0 | 7 | -9 | -3 | i | 2
CC(=O)c1cc(C)ccc1OC(=O)c1cccnc1 | i | -1 | -3 | -7 | -3 | 2 | 1 | i | 3
COc1cccc(NC(=O)CS(=O)(=O)c2cccc3nsnc23)c1 | i | -7 | 2 | -2 | 14 | 0 | 10 | i | 3
Cc1cc(-c2nnc(CCC(=O)N(C)Cc3ccsc3)o2)no1 | i | -2 | -2 | -2 | 7 | 1 | 8 | i | 3
Cn1cnnc1SCc1ccc(C(=O)NN)cc1 | i | -8 | 1 | -8 | 9 | 1 | -11 | i | 0
CC(C)C(NC(=O)OCc1ccccc1)C(=O)OCC(=O)N1CCCCC1 (stereo unspecified) | i | 1 | 3 | -2 | 5 | 2 | 4 | i | -4
c1ccc(C[C@H]2CNCCN2CC2CCCCC2)cc1 | i | -7 | 6 | -4 | -13 | 2 | -6 | i | 0
O=C(Nn1cnnc1)c1ccccc1CCc1ccccc1 | i | -4 | 2 | -10 | -7 | -3 | 4 | i | -1
O=C1O[C@@H](c2ccc(O)cc2)Cc2cccc(O)c21 | + | -5 | -2 | -11 | -3 | -3 | -4 | i | -4
CC(C)=CC(=O)Nc1nnc(-c2ccccc2)s1 | i | 4 | 2 | -9 | 6 | -4 | 11 | i | 4
O=C(Nc1ccc(S(=O)(=O)N2CCCCC2)cc1)C1CCCO1 (stereo unspecified) | i | -2 | -1 | -2 | 3 | -1 | 2 | i | 2
CCNC(=O)C(=O)Nc1cc2c3c(c1)CCN3C(=O)CC2 | i | 2 | 7 | -6 | -13 | -3 | 13 | i | 5
CC(NC(=S)NC1CCCCC1)C(c1cccs1)N1CCOCC1 (stereo unspecified) | i | -3 | 2 | -1 | -40 | -1 | 5 | i | -1
C[C@@H]1CN([C@@H](C)CO)C(=O)c2cc(Br)cnc2O[C@H]1CN(C)C(=O)C1CCCCC1 | i | 1 | 3 | -6 | -58 | 2 | 7 | i | 0
O=C1C2C3C=CC(CC3)C2C(=O)N1/N=C/c1ccco1 (stereo unspecified) | i | 1 | -7 | -8 | 3 | 4 | -4 | i | -2
CCCCn1c(CCC(=O)O)nc2cc(S(=O)(=O)N3CCCC3)ccc21 | i | 3 | 1 | -11 | 4 | 1 | 8 | i | 0
CCN(C(=O)COC(=O)c1ccc(=O)n(Cc2ccccc2)n1)C1CCCCC1 | i | 2 | -1 | 8 | -1 | -1 | 7 | i | -4
O=C(c1ccccn1)N1CCCC(N2CCN(c3ccccc3)CC2)C1 (stereo unspecified) | i | -2 | 0 | -6 | 8 | 1 | 12 | i | 1
CC(=O)Nc1ccc(/C=N/NC(=O)c2cc3cc(C)ccc3nc2C)cc1 | i | -1 | 5 | -5 | -4 | -5 | 2 | i | -4
CCCCC(NC(=O)c1ccc(Cl)cc1)C(=O)O (stereo unspecified) | i | 7 | 6 | -3 | 5 | 3 | 11 | i | -2
CCO[C@@H]1OC(C(=O)Nc2ccccc2)=C[C@H](C2CC2)[C@H]1CCCO | i | 1 | 1 | -2 | 5 | 0 | 5 | i | -7
O=C(COC(=O)c1n[nH]c2ccccc12)Nc1ccccc1Br | i | 0 | 3 | -17 | -36 | 4 | 19 | i | 2
NCCCC[C@@H](C(=O)N1CCNCC1)n1cc(CCC(=O)O)nn1 | i | -2 | 2 | -13 | -1 | 2 | -12 | i | -6
COc1ccc(-n2ncc3c(=O)n(CC(=O)N(C(C)C)C(C)C)cnc32)cc1 | i | -5 | -2 | -6 | -1 | 3 | 7 | i | 0
COc1ccc(C(=O)NCC(=O)Nc2ccc(F)cc2)cc1OC | i | -1 | -1 | -7 | -10 | 1 | -3 | i | -1
CCOc1cc(/C=N/O)cc(Br)c1OC | i | -3 | -7 | -5 | -17 | 2 | -9 | i | 1
CC(=O)c1ccc(OC(C)C(=O)NCC2(N3CCOCC3)CCCCC2)cc1 (stereo unspecified) | i | 4 | -2 | -7 | -3 | 4 | 2 | i | 0
Cc1ccc(C(=O)OCC(=O)Nc2ccc3c(c2)OCCO3)cc1C | i | 5 | 5 | -1 | 17 | -2 | 0 | i | -1
COc1ccc2oc(=Nc3ccc(C(=O)O)cc3)c(C(=O)NCc3ccco3)cc2c1 | i | 2 | 4 | 0 | -4 | 0 | -16 | i | 1
CCCOc1ccc2c(=O)c(-c3cc(C(=O)OC)oc3C)c(C)oc2c1 | i | 2 | -6 | 6 | -67 | -2 | 10 | i | 0
O=C(Nc1ccc(N2CCOCC2)cc1)c1cccc(S(=O)(=O)N2CCCCC2)c1 | i | 5 | -1 | 0 | -15 | 0 | 11 | i | 1
Cc1cc([N+](=O)[O-])nn1Cc1ccccc1F | i | 5 | 1 | -2 | 12 | 2 | -13 | i | -2
Fc1ccccc1NC(=S)NCCc1cccc(Cl)c1 | i | -2 | 0 | 6 | -1 | 3 | -23 | i | 4
Cc1ccc(C(=O)Nc2nc(=O)n(C(=O)CC(C)C)s2)cc1 | i | -3 | 19 | -5 | 5 | -3 | -3 | i | 2
CCN(CC)P(=O)(Nc1ccc(SC(F)F)cc1)c1ccc(N(C)C)cc1NC(=O)c1ccco1 (stereo unspecified) | i | 4 | -8 | 19 | -4 | 1 | -9 | i | 4
N#Cc1c(N2CCCC2)nsc1-c1ccccc1 | i | -4 | -5 | 10 | 7 | -8 | 20 | i | 0
CCCCn1c(CCNC(=O)CCC)nc2ccccc21 | i | -8 | 0 | -8 | 2 | -2 | -11 | i | -1

New compounds follow:
SMILES | Neddylation inh | NadD inh | MT1-MMP act inh | FAS-TE inh | MLLE-PAM2 inh | Rin1 Abl inh | SKN-1 inh | Rpn11 inh | CSN inh
Nc1nc(OCC2CCCCC2)c2[nH]cnc2n1 | i | -1 | -6 | 1 | -7 | -3 | 6 | i | -6
CCCc1cc(=O)[nH]c2nnc(SCC(=O)Nc3cccc(NC(C)=O)c3)n12 | i | 1 | 8 | -6 | 12 | 7 | 2 | i | 5
S=C(NCc1cccs1)Nc1ccccc1Cl | i | 4 | -2 | -7 | 20 | 1 | -2 | i | -2
O=C(CSc1ccc2c(c1)OCCO2)Nc1ncccc1O | i | -1 | -1 | -8 | 23 | -3 | 8 | i | 1
CC1(C2(O)CCCCC2)NCCc2ccccc21 (stereo unspecified) | i | -5 | 12 | -5 | 17 | -5 | 4 | i | 0
Cn1c(SCC(=O)c2ccc3c(c2)OCCO3)nnc1C1CC1 | i | 2 | 0 | -4 | 3 | -5 | -8 | i | 4

A few values from above:
Entry of O=C(Nc1ccc(N2CCOCC2)cc1)c1cccc(S(=O)(=O)N2CCCCC2)c1 in MLLE-PAM2 inh: -15
Entry of CCCc1cc(=O)[nH]c2nnc(SCC(=O)Nc3cccc(NC(C)=O)c3)n12 in MLLE-PAM2 inh: 12

Screening results: PubChem BioAssay, several laboratories
